Source: PubChem (several laboratories)
KOR beta-arrestin-1 = KOR antagonists, beta-arrestin recruitment, cell-based, luminescence, uHTS (AID 1778) | KOR beta-arrestin recruitment, luminescence, antagonist mode; higher % means a stronger effect | inhibition, % at 10 µM; hits with a dose series show IC50 in µM | actives 0.091% (n = 290,000); in the data active = inhibition above about 50%; also: strong numbers were not always called active
GPR35 antagonists = GPR35 antagonists blocking zaprinast-driven arrestin recruitment, primary screen, imaging, U2OS, beta-arrestin-GFP, zaprinast agonist (AID 2058) | U2OS GPR35 beta-arrestin-GFP translocation imaging, zaprinast antagonism; higher % means a stronger effect | inhibition, % at 10 µM; hits with a dose series show IC50 in µM | actives 0.052% (n = 290,000);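 active = inhibition of at least 50% with at least 30 cells and total cytoplasm GFP at most 10,000,000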
GPR55 activation = GPR55 agonists via beta-arrestin recruitment, primary screen, imaging, U2OS cells, beta-arrestin-GFP redistribution (AID 1961); U2OS GPR55 beta-arrestin-GFP redistribution imaging; higher % means a stronger effect; one-dose activation, % at 10 µM; EC50 in µM for titrated hits; actives 0.048% (n = 290,000);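 active = activation above 40% with more than 50 cells counted in the well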;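 also: U2OS osteosarcoma cells stably expressing GPR55 and beta-arrestin-GFP; plate controls were DMSO negative control for no effect and LPI positive control for full effect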
Rac1 GTP hydrolysis = MgcRacGAP GTPase-activating activity inhibitors, confirmation, biochemical, ADP Hunter fluorescence; MgcRacGAP-stimulated Rac1 GTP hydrolysis, ADP Hunter fluorescence; higher % means a stronger effect; GST-tagged Rac1 F28L mutant substrate; inhibition, % at 30 µM; hits with a dose series show IC50 in µM; actives 0.6% (n = 340,000);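 active = first-screen hits whose inhibition reached a set limit at any dose in the follow-up dose series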;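 also: fluorescence reports GDP produced by GAP-driven GTP hydrolysis; strong numbers were not always called active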
K1F lysis inhibition = protection from phage-mediated lysis, alamar blue read-out – E. coli UTI89, K1F phage, bacterial capsule biogenesis inhibitors (AID 488966); one-dose inhibition, % at 100 µM; IC50 in µM for titrated hits; actives 0.02% (n = 340,000); E. coli UTI89 K1F phage lysis, alamar blue, 2 h; higher % means a stronger effect;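 active = phage lysis inhibition, versus mean bacterial control, above a set limit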;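 also: capsule biogenesis inhibitors block K1F phage lysis so surviving cells raise fluorescence; higher fluorescence means more inhibition of phage lysis; actives were called in the ten point dose series up to 300 µM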
NTR1 ag = NTR1-driven beta-arrestin-GFP spot formation – imaging, U2OS cells, high content, primary screen (AID 493036); P30989; actives 0.17% (n = 330,000); activation, % at 20 µM; agonist mode;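 active = activation at or above 40% of the spot to cytoplasm intensity ratio, with at least 20 cells analyzed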;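 also: 0% = DMSO without peptide and 100% = 100 nM NTR1 peptide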
Target sequence (P30989 whole entry, looked up): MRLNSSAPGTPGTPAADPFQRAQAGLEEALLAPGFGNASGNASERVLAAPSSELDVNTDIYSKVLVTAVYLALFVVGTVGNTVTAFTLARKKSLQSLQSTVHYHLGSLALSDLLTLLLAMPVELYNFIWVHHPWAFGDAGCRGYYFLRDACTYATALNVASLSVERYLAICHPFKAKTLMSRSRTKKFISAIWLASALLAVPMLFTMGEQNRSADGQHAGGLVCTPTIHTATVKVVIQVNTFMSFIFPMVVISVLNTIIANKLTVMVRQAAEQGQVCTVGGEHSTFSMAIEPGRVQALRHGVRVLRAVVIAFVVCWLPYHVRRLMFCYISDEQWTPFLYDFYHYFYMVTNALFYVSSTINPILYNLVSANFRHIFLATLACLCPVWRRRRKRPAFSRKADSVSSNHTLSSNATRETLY
GPR55 antagonists = GPR55 antagonists blocking LPI-driven arrestin recruitment, primary screen, imaging, U2OS, beta-arrestin-GFP, LPI agonist (AID 2013) | inhibition, % at 10 µM, or IC50 in µM where a hit was titrated | U2OS GPR55 beta-arrestin-GFP translocation imaging, LPI antagonism; higher % means a stronger effect | actives 0.13% (n = 290,000);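 active = spots per cell inhibited over 60%, with over 100 cells counted and total cytoplasm intensity under 500,000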;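 also: U2OS cells stably carrying GPR55 and arrestin-GFP stimulated by 5 µM LPI near EC80; imaged beta-arrestin-GFP aggregate spots per cell after agonist stimulation; plate controls were LPI-stimulated DMSO wells for no effect and DMSO wells without LPI for full effect; some results filed as inactive read as strong as hits; confirmed hits need IC50 under 10 µM and bright autofluorescent wells are also inconclusive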
KOR beta-arrestin-2 = kappa opioid receptor activators – cell-based, luminescence, uHTS, primary screen (AID 1777) | KOR beta-arrestin recruitment, luminescence; higher % means a stronger effect | activation, % at 10 µM, or EC50 in µM where a hit was titrated | actives 0.02% (n = 280,000); in the data active = activation above about 50%, passing the limit was not always enough; also: a part of the inactive calls stands beside numbers as strong as those of hits
NOD1 inhibition = inhibition of NOD1-driven NF-kB reporter – cell-based, luminescence, uHTS, primary screen (AID 1578). NOD1-driven NF-kB luciferase reporter cells, luminescence; higher % means a stronger effect. inhibition, % at 4 µM, or EC50 in µM where a hit was titrated. actives 1% (n = 290,000); in the data active = inhibition mostly above about 36%, no sharp cut-off; inactive = mostly below about 34%;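 also: HEK-293T reporter cells stimulated with the NOD1 agonist gamma-tri-DAP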
NTR1 ag cell count 20 µM = recorded beside NTR1 ag, whose call it bears; cell count; measured here: cell count, cytotoxicity flag
An asterisk follows results filed as active; · = not tested or not shown; [ ] = another dose, or the depositor's remark. An excerpt; rates above refer to the full screens.

SMILES	KOR beta-arrestin-1	GPR35 antagonists	GPR55 activation	Rac1 GTP hydrolysis	K1F lysis inhibition	NTR1 ag	NTR1 ag cell count 20 µM	GPR55 antagonists	KOR beta-arrestin-2	NOD1 inhibition
CCCNc1ncnc2onc(C)c12	-1.2%	-1.3%	0.6%	3.4%	0.1%	0.2	37	21.3%	-1.9%	-25.0%
CCn1c(SCC(=O)Nc2ccccc2C(=O)OC)nnc1-c1ccoc1C	-29.9%	-1.2%	-0.2%	4.9%	-0.9%	1.3	56	-4.1%	3.5%	1.4%
COc1ccc(C(=O)N2CCN(C)C(C)C2)cc1OC1CCN(C(C)=O)CC1 (stereo not given)	10.8%	-1.1%	0.3%	8.5%	0.0%	-0.2	65	19.9%	1.9%	-14.9%
CCOC(=O)c1c(N)sc2c1CCC1C(=O)N(C3CCCCC3)C(=O)C21 (stereo not given)	22.3%	12.0%	-0.1%	10.7%	0.0%	3.2	42	15.3%	0.8%	-37.2%
O=C(CN1CCCC1)Nc1sc2c(c1C(=O)Nc1ccccc1)CCCC2	-43.2%	16.5%	-0.1%	4.5%	-0.1%	6.2	64	-10.8%	3.0%	-28.8%
CCCCc1ccc(NC(=O)COCC)cc1	23.7%	19.1%	-0.1%	1.3%	4.0%	0.4	49	5.7%	-4.4%	-42.4%
O=c1[nH]nc(-c2ccc(F)cc2)cc1Cc1ccc(F)cc1	19.2%	-4.2%	-0.2%	8.6%	0.1%	2.2	54	-3.2%	-2.3%	-1.9%
COC(=O)C1CCN(c2nc3ccccc3nc2C(C#N)C(=O)OCC(C)C)CC1 (stereo not given)	-1.2%	-12.2%	-0.1%	0.2%	0.5%	3.4	76	8.4%	7.7%	-28.9%
Cc1ccc(NC(=O)CSc2nc3ccccc3nc2N2CCOCC2)cc1	-41.9%[20 µM]	-5.7%	0.7%	2.6%	1.2%	1.1	101	1.2%	-3.7%	-35.0%
COc1ccc(Cc2nn3c(Cn4nnc5ccccc54)nnc3s2)cc1	7.3%	8.0%	-0.2%	9.4%	-0.5%	0.4	76	14.6%	0.3%	0.5%
COCCN1C(=O)C(=O)/C(=C(/O)c2ccc(S(=O)(=O)N3CCOCC3)cc2)C1c1cccc(O)c1 (stereo not given)	35.3%	7.6%	-0.1%	7.2%	2.1%[50 µM]	0.7	45	2.2%	-2.6%	-8.7%
CCOC(=O)N1CC(=O)Nc2ccc(Br)cc2C1c1ccccc1 (stereo not given)	21.0%	-8.7%	-0.3%	-4.4%	0.1%	1.5	56	-2.0%	0.1%	-3.8%
CC1CCc2c(c3ccccc3n2C(=O)CCl)C1 (stereo not given)	-101.1%[20 µM]	4.3%	-0.2%	12.2%	0.3%	4.8	47	-1.6%	·	74.2%*
CCOc1ccc(OCc2cccc(C(=O)O)c2)cc1	-10.1%	-5.1%	0.3%	-3.0%	0.2%	-0.1	64	1.9%	-6.0%	97.5%*
CC(=O)c1cccc(NC(=O)c2cccc(S(=O)(=O)N(C)C)c2)c1	4.0%	-5.2%	-0.2%	7.4%	0.4%	1.0	46	3.9%	2.8%	-17.3%
Cc1ccccc1NC(=O)C1CCC(C)(C(=O)O)C1(C)C (stereo not given)	7.4%	4.4%	-0.2%	0.5%	4.9%	1.1	43	12.2%	3.9%	-15.4%
Cc1nc(-c2ccc(C(=O)Nc3cc(S(N)(=O)=O)ccc3C)cc2)cs1	17.0%	15.9%	0.2%	1.2%	-0.7%	0.8	81	-2.7%	-2.7%	47.1%
CN(C(=O)CSc1nc2c(cnn2-c2ccccc2)c(=O)[nH]1)C1CCS(=O)(=O)C1 (stereo not given)	-29.0%[20 µM]	-15.7%	-0.1%	·	·	0.7	56	10.6%	0.6%	-3.5%
Cc1ccc(/C=N/c2sc3c(c2C#N)CCC3)o1	-8.3%	-6.1%	0.2%	8.5%	0.2%	1.3	72	·	8.3%	-12.8%
CC(Sc1nnc(-c2ccncc2)n1C)C(=O)Nc1nccs1 (stereo not given)	-18.7%	-5.6%	0.0%	9.0%	0.1%	0.0	53	1.2%	2.0%	6.9%

A second format for some results above:
> COc1ccc(C(=O)N2CCN(C)C(C)C2)cc1OC1CCN(C(C)=O)CC1 (stereo not given)
- KOR beta-arrestin-1 = 10.8%
- GPR35 antagonists = -1.1%
- GPR55 activation = 0.3%
- Rac1 GTP hydrolysis = 8.5%
- K1F lysis inhibition = 0.0%
- NTR1 ag = -0.2
- NTR1 ag cell count 20 µM = 65
- GPR55 antagonists = 19.9%
- KOR beta-arrestin-2 = 1.9%
- NOD1 inhibition = -14.9%
> CCOC(=O)c1c(N)sc2c1CCC1C(=O)N(C3CCCCC3)C(=O)C21 (stereo not given)
- KOR beta-arrestin-1 = 22.3%
- GPR35 antagonists = 12.0%
- GPR55 activation = -0.1%
- Rac1 GTP hydrolysis = 10.7%
- K1F lysis inhibition = 0.0%
- NTR1 ag = 3.2
- NTR1 ag cell count 20 µM = 42
- GPR55 antagonists = 15.3%
- KOR beta-arrestin-2 = 0.8%
- NOD1 inhibition = -37.2%

Other compounds
SMILES	KOR beta-arrestin-1	GPR35 antagonists	GPR55 activation	Rac1 GTP hydrolysis	K1F lysis inhibition	NTR1 ag	NTR1 ag cell count 20 µM	GPR55 antagonists	KOR beta-arrestin-2	NOD1 inhibition
Cc1ccc(C)n1-c1ccc(C(=O)NN=C2CCCC2)cc1	10.4%	-10.1%	-0.3%	-1.1%	0.3%	-1.5	46	8.9%	-4.8%	-1.2%
O=C(CN1CCN(c2ccc(Cl)cc2)CC1)N1CCCC1	-41.3%	-8.4%	0.0%	2.4%	0.8%	3.3	67	14.7%	-6.7%	2.3%
O=C(c1cccc(Cl)c1)N1CCC(c2nc3ccccc3[nH]2)CC1	9.0%	-1.3%	0.3%	9.7%	0.2%	0.5	54	-7.9%	0.9%	-25.4%
c1cncc(-c2cn(C[C@H]3CC[C@@H]([C@@H]4CC[C@H](Cn5cc(-c6cccnc6)nn5)O4)O3)nn2)c1	-10.8%[20 µM]	-4.6%	-0.2%	3.0%	1.5%	-0.9	81	-5.0%	-6.7%	-18.3%
CCCCn1c(SCC(=O)Nc2cc(C)on2)nnc1-c1cccnc1	-20.6%	2.4%	-0.1%	5.8%	0.7%	-0.6	46	-6.6%	-1.9%	-14.2%
O=C(NCC1CCCO1)c1ccc(OC2CCN(C(=O)C3CC3)CC2)cc1 (stereo not given)	-32.4%	-10.9%	-0.2%	-6.7%	0.1%	1.4	46	-9.9%	-2.1%	1.2%
Cc1c(NC(=S)NC(=O)COc2ccccc2)c(=O)n(-c2ccccc2)n1C	4.1%	3.5%	-0.1%	8.7%	1.5%[50 µM]	0.3	60	3.6%	8.2%	-37.4%
O=C(CSc1nnc(Cc2ccccc2)o1)c1ccccc1	-50.6%[20 µM]	0.0%	-0.2%	7.2%	0.0%	2.5	52	-16.5%	·	-12.1%
CN(C)C(CNC(=S)Nc1cccc(Cl)c1)c1cccnc1 (stereo not given)	-13.3%	-2.7%	0.2%	14.5%	0.3%	-0.6	78	6.7%	5.6%	-29.6%
CCCC(=O)n1nc(-c2ccco2)nc1SCc1ccccc1	-80.7%	-0.2%	0.6%	0.5%	-1.5%	1.6	62	-16.7%	5.4%	15.2%
O=C1NCCCC1C(=O)NCCNC(=O)C(F)(F)F (stereo not given)	17.2%	14.2%	0.3%	8.2%	0.2%	0.3	54	0.2%	-3.3%	-9.5%
Cc1cc(C)cc(OCC(=O)OCC(=O)NCc2ccco2)c1	-68.1%	-9.6%	-0.2%	2.6%	2.2%	-2.7	99	0.2%	3.7%	-8.8%
NC(=O)[C@@H]1CC2(CC(c3cccc(NC(=O)COc4ccc(Cl)cc4)c3)=NO2)CN1C(=O)c1ccccc1 (stereo not given in full)	24.2%	-6.9%	-0.1%	11.0%	3.0%	-0.1	64	0.8%	3.3%	-4.8%
CC(C)Oc1ccc(/C=N/NC(=O)C2CCCN2S(=O)(=O)c2ccc(Cl)cc2)cc1 (stereo not given)	22.9%	-7.9%	0.3%	1.3%	0.5%	4.6	52	3.1%	-4.3%	-8.9%
COCCN(CCOC)Cc1c(O)ccc2c1O/C(=C\c1ccc(C)o1)C2=O	-20.8%	3.9%	-0.1%	17.1%	0.0%	0.7	70	9.6%	3.2%	-11.6%
Cc1cc(C)c(C(=O)Nc2ccc(Br)c(C(F)(F)F)c2)c(C)c1	2.5%	3.4%	0.3%	2.2%	5.4%	6.2	45	13.2%	5.3%	30.3%
Cc1ccc(-c2cnn(-c3cccc([N+](=O)[O-])c3)c2N)cc1	-21.9%	15.4%	0.2%	6.4%	1.3%	2.0	82	-27.3%	6.8%	-10.2%
Nc1nc2nc(-c3cccs3)cc(C(F)(F)F)n2n1	-13.7%[20 µM]	-12.4%	-0.1%	5.3%	0.2%	2.2	60	-5.0%	-1.3%	-9.9%
COc1c2c(nc3occc13)C(CCC(C)(C)O)(OC)C(O)CC2 (stereo not given)	-19.1%	5.4%	-0.2%	-2.6%	3.7%	-0.5	89	-17.5%	4.3%	-5.3%
CC(C)(C)NC(=O)NC(=O)CN1CCCCCCC1	13.9%	-8.0%	-0.6%	-4.1%	-0.4%	0.1	40	-1.5%	-2.2%	3.5%
CCc1c(C(=O)c2ccc(Cl)cc2)oc2c(C)c3oc(=O)cc(C)c3cc12	-40.3%	-4.5%	0.0%	·	·	11.8	27	-4.0%	7.7%	38.1%
Cc1cc2cc(CN(Cc3cccs3)C(=S)NCc3ccco3)c(=O)[nH]c2cc1C	11.5%	-1.5%	-0.2%	11.7%	3.3%	15.6	40	15.3%	9.7%	8.7%
Cc1ccc(S(=O)(=O)N2CCC(C(=O)OC(C)C(=O)NCc3ccc4c(c3)OCO4)CC2)cc1 (stereo not given)	3.7%	-3.7%	0.3%	-8.2%	-0.7%	0.6	78	6.8%	4.8%	-3.0%
COc1ccc(S(=O)(=O)N2CCOCC2)cc1NC(=O)COc1cccnc1[N+](=O)[O-]	24.3%	8.1%	-0.5%	6.0%	0.2%	1.1	50	-6.3%	-5.1%	5.2%
S=C1NC2(CCCCC2)Nc2ccccc21	2.7%[20 µM]	-2.6%	-0.1%	5.9%	0.3%	0.8	38	4.6%	·	-28.8%
O=C(NN1CCCCC1)c1cccc(COc2ccc(Cl)cc2)c1	-10.0%	7.1%	-0.2%	10.3%	0.3%	4.4	65	4.1%	-0.8%	-48.3%
Cc1ccc(N(CC(=O)NC(C)(C)C)C(=O)CNC(=O)c2cccs2)cc1C	-12.8%[20 µM]	18.3%	-0.1%	7.0%	0.4%	-0.1	56	12.6%	·	-30.4%
COC(=O)c1c(NC(=O)CCNCc2ccco2)sc2c1CCC2	33.7%	-6.1%	0.2%	138µM*	0.7%	-0.4	47	0.8%	0.1%	3.5%
